# MBD2 DNA inh – MBD2-methylated oligo binding inhibition | Q9UBB5 | TR-FRET, MBD2 binding to methylated oligonucleotide | inhibition, % at 4.4 µM | 0.31% of 370,000 active | AID 686964; in the data active means inhibition above about 13%
# hcDAF-12 act – H. contortus DAF-12 activation, primary screen; activation, % at 6.8 µM; 1.4% of 370,000 active; HEK293 hcDAF-12 lit1-tk-luc reporter, luminescence; 0% DMSO, 100% Δ7-dafachronic acid;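 active means activation above the mean of all tested compounds plus 3 SD, cut at about 5.5% in these data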;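 further: 100% = response to 3 µM Δ7-dafachronic acid high control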
# DAX1 inh-1 – inhibitors of human orphan nuclear receptor DAX1 (NR0B1); AID 504766; 0.99% of 340,000 active; HEK293 Gal4-DAX1 luciferase reporter, luminescence; inhibition, % at 6.75 µM; P51843;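 active means inhibition above the mean over all tested compounds plus 3 SD, cut at about 4.2% in these data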;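 further: 0% = DAX1-transfected cells with DMSO and 100% = empty-vector control cells with DMSO; inhibition shows as a rise in luminescence from relieved DAX1 repression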
# Target sequence (P51843 207-470 limits assumed): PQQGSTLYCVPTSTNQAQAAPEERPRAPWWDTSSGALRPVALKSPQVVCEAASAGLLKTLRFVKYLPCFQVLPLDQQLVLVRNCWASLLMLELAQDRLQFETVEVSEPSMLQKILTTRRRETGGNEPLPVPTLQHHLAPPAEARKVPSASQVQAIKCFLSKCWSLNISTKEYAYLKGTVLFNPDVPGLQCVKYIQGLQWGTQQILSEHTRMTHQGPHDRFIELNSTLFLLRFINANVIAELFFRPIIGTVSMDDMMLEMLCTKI
# SMARCA2 act – activators of SMARCA2 function; MG213 cells, MMTV-luciferase reporter, dexamethasone, overnight; activation, % at 9.1 µM; AID 652017; 1% of 370,000 active; in the data active means activation above about 7.8%;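 further: 0% = vehicle wells and 100% = reference activator wells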
# hgDAF12 agonist – hgDAF-12 agonism, primary luciferase screen. AID 687014. HEK293 GAL4-hgDAF12 UAS-luciferase reporter, agonist luminescence; normalized to butyrate control. 1.8% of 370,000 active. activation, % at 6.8 µM;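 active means activation above a cutoff set at the mean of all screened compounds plus 3 SD, cut at about 10% in these data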;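 further: 0% = DMSO wells and 100% = sodium butyrate wells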
# PLC-beta3 inh – PLC-beta3 (human) inhibition, primary screen. Q01970. Purified PLC-beta3, fluorogenic substrate, fluorescence. inhibition, % at 12.2 µM. 0.18% of 370,000 active. AID 720704; in the data active means inhibition above about 11%;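 further: 0% = median of compound wells on plate and 100% = full blocker control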
# ssDAF12 agonist – activates DAF-12 receptor from parasite S. stercoralis; 1% of 370,000 active; AID 652126; activation, % at 6.8 µM; HEK293 ssDAF-12/GRIP1 lit1-tk-luc reporter, luminescence; % of 3 µM dafachronic acid response;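 active means activation above the mean over all tested compounds plus 3 SD, cut at about 0.9% in these data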;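 further: 0% = DMSO-only wells and 100% = 3 µM delta7-dafachronic acid wells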
# DAX1 inh-2 – DAX1 (NR0B1) inhibition, primary screen; HEK293T StAR-luciferase reporter, SF-1/DAX-1 repression relief; inhibition, % at 6.8 µM; 1.1% of 370,000 active; AID 652010;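 active means inhibition above the mean over all tested compounds plus 3 SD, cut at about 3.6% in these data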;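 further: 0% = DAX-1 cells with DMSO and 100% = cells lacking DAX-1 with DMSO; higher inhibition means more luminescence from relief of DAX-1 repression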
# PLCg1 inh – inhibitors of human phospholipase C gamma1. 0.84% of 370,000 active. purified PLC-gamma1, fluorogenic substrate, fluorescence. inhibition, % at 12.2 µM. P19174; in the data active means inhibition above about 9.5%
# ADAM17 inh – ADAM17 inhibition, QFRET primary screen. P78536. 0.83% of 370,000 active. inhibition, % at 6.95 µM. AID 720648. recombinant ADAM17, EDANS/DABCYL FRET peptide cleavage;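 active means inhibition above the mean of compounds lying between control limits plus 3 SD, set per campaign, cut at about 8.5% in these data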;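 further: 0% = DMSO-only wells as the low control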
# Target sequence (P78536 215-824 limits assumed): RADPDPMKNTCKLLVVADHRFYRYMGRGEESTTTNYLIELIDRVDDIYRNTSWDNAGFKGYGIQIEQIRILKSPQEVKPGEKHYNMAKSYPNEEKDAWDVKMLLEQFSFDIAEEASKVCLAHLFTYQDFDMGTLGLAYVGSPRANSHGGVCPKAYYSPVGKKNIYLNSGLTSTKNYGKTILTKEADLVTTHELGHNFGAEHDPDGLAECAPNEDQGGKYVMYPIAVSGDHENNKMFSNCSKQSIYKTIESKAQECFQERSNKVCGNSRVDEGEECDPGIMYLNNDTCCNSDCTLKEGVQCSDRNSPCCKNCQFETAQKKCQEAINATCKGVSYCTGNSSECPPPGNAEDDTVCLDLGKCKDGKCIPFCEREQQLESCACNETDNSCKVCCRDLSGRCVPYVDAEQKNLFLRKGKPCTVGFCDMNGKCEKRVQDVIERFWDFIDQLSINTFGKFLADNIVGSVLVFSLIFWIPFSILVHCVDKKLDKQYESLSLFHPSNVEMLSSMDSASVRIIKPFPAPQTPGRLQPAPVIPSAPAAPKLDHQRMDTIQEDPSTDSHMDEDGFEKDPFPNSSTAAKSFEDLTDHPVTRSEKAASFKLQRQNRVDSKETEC
# Rev-erbA mod – Rev-erb alpha (human) modulation. activity, % at 10 µM. Rev-erbα–FITC-DNA binding, fluorescence polarization, 90 min. AID 1259318. 0.79% of 370,000 active;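 active means activity above about 14%, limit read from the data; passing the limit was not always enough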;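 further: 0% = DMSO wells with 35 nM protein and 100% = DMSO wells with 750 nM protein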
# Active calls of the source: *; i = inactive; . = not tested or not shown.
SMILES,MBD2 DNA inh,hcDAF-12 act,DAX1 inh-1,SMARCA2 act,hgDAF12 agonist,PLC-beta3 inh,ssDAF12 agonist,DAX1 inh-2,PLCg1 inh,ADAM17 inh,Rev-erbA mod
C=C1C[C@H]2[C@@H]3C=C(C)C4=CC(=O)CC[C@]4(C)[C@H]3CC[C@]2(C)[C@@]1(OC(C)=O)C(C)=O,-11,-2.4,0.0,-7,-2.8,-2,-1.6,-1.4,-2,-2,5
CCN(CC)CCNC(=O)CCc1n[nH]c(=O)c2ccccc12,3,-0.6,2.7,-1,-1.2,-1,-1.1,0.6,-3,-9,0
CN(C1CCCCC1)S(=O)(=O)c1ccc(C(=O)O)cc1,2,-1.6,-0.2,0,-2.2,2,-1.3,0.3,3,1,-2
CCSc1nnc(NC(=O)COc2ccccc2)s1,0,-1.8,-0.2,0,1.4,-2,-1.6,0.6,3,-3,2
CCNS(=O)(=O)c1ccc2nc(NC(=O)c3cccnc3)sc2c1,-2,0.9,0.5,2,6.0,-19,-1.0,-0.3,-12,0,2
Cc1ccc(N2CC(C(=O)Nc3ccc(N4CCOCC4)cc3)CC2=O)cc1C (stereo not given),-4,-0.7,0.7,5,1.6,-4,-0.6,-0.3,0,-1,4
O=C(NC(=S)Nc1ccc(C(=O)N2CCOCC2)cc1)c1ccc([N+](=O)[O-])cc1,5,0.7,0.3,2,2.3,-1,-1.2,-0.5,1,-4,1
Cc1ccnc(N2CCC(C(=O)NNC(=O)c3ccncc3)CC2)n1,-1,1.6,-0.8,-1,0.0,-16,-1.6,-0.9,-8,-10,2
COc1ccc(/C=C2/CC/C(=C\c3ccc(OC)c(OC)c3OC)C2=O)c(OC)c1OC,-7,-0.9,-0.9,1,0.7,-48,-1.1,-0.3,-48,2,4
COc1ccc(NC(=O)Cn2nnc(C(=O)NCc3cccs3)c2N)cc1,-2,-0.4,1.2,-4,-1.1,-4,-0.6,-0.4,4,4,5
CNC(=O)c1ccsc1NC(=O)c1ccc(S(=O)(=O)N2CCCc3ccccc32)cc1,1,0.3,-1.4,-4,-6.7,-110,-2.3,-2.7,-87,7,-3
C=CC[C@@H](Cc1ccc(F)cc1)C(=O)OC[C@H]1CCCN1C(=O)[C@H](CC=C)CC(=O)N[C@H](CO)Cc1ccccc1,3,-0.5,-0.6,-1,-1.6,2,-1.1,-0.7,2,3,-2
Cc1ccc(CNC(=O)CNS(=O)(=O)c2cccc3nsnc23)cc1,2,-0.3,-0.9,2,-2.8,2,-0.9,0.1,9,2,-2
Cc1cccc(NC(=O)c2cccc3c2-c2ccccc2C3=O)n1,-1,-2.3,-0.9,1,-1.3,2,-1.6,0.4,-1,0,-1
Cc1cc(NC(=O)c2ccco2)ncc1NC(=O)Cc1ccccc1,1,3.2,1.2,11*,3.0,2,-0.5,0.2,1,0,0
CC(C)(C)c1ccc(-c2nnc(SCC(=O)NCC3CCCO3)n2N)cc1 (stereo not given),-2,0.6,1.2,0,-1.1,1,-0.7,6.5*,1,2,-3
N#C/C(=C\c1ccc(Cl)cc1)c1nc2ncccc2[nH]1,5,-0.6,1.3,2,-4.1,-346,-0.5,0.3,-358,-236,-2
Cc1ccccc1OCC(=O)OCC(=O)NCc1ccc2c(c1)OCO2,1,0.5,-0.1,5,2.1,-5,1.2*,-0.6,-2,-6,10
O=C(COC(=O)/C=C/c1cccc(Cl)c1)NC(=O)NCc1ccccc1,-11,-0.1,0.8,1,1.3,-6,-0.9,-0.5,-4,0,5
COc1ccc(F)cc1S(=O)(=O)N1CCN(C(=O)c2ccco2)CC1,-5,0.9,0.5,0,2.4,-4,-0.9,-0.5,7,-2,-10
O=C(CSCc1nc2c(nnn2Cc2ccc(F)cc2)c(=O)[nH]1)Nc1c(Cl)cc(Cl)cc1Cl,-3,1.4,-1.1,7,-0.2,-2,-1.6,0.2,7,-2,-7
Nc1c(NCCc2ccccc2)c2ccccc2oc1=O,-3,3.9,0.6,5,2.4,-9,-0.8,2.1,-5,-6,-3
Cc1ccccc1-c1cc(C(=O)NCc2ccc(OC(F)(F)F)cc2)nn1CC1CC(c2cccc([N+](=O)[O-])c2)=NO1 (stereo not given),-5,-1.8,1.7,-1,-0.2,3,-1.3,-0.2,7,8,-1
O=C(N=C1SC2CS(=O)(=O)CC2N1c1cccc(Cl)c1)C1CCCO1 (stereo not given),-2,-0.3,1.1,-1,1.0,-2,-0.8,0.5,2,0,1
COc1cccc(N2CCN(c3ncnc4c3[nH]c3ccccc34)CC2C)c1 (stereo not given),1,-6.2,.,-5,-12,-20,-3.2,-3.0,-19,-5,-3

# Sorted by SMILES length (largest number first): part of the list above.
SMILES,MBD2 DNA inh,hcDAF-12 act,DAX1 inh-1,SMARCA2 act,hgDAF12 agonist,PLC-beta3 inh,ssDAF12 agonist,DAX1 inh-2,PLCg1 inh,ADAM17 inh,Rev-erbA mod
Cc1ccccc1-c1cc(C(=O)NCc2ccc(OC(F)(F)F)cc2)nn1CC1CC(c2cccc([N+](=O)[O-])c2)=NO1 (stereo not given),-5,-1.8,1.7,-1,-0.2,3,-1.3,-0.2,7,8,-1
CNC(=O)c1ccsc1NC(=O)c1ccc(S(=O)(=O)N2CCCc3ccccc32)cc1,1,0.3,-1.4,-4,-6.7,-110,-2.3,-2.7,-87,7,-3
Cc1ccc(N2CC(C(=O)Nc3ccc(N4CCOCC4)cc3)CC2=O)cc1C (stereo not given),-4,-0.7,0.7,5,1.6,-4,-0.6,-0.3,0,-1,4
CCNS(=O)(=O)c1ccc2nc(NC(=O)c3cccnc3)sc2c1,-2,0.9,0.5,2,6.0,-19,-1.0,-0.3,-12,0,2

# Remaining list, next part.
SMILES,MBD2 DNA inh,hcDAF-12 act,DAX1 inh-1,SMARCA2 act,hgDAF12 agonist,PLC-beta3 inh,ssDAF12 agonist,DAX1 inh-2,PLCg1 inh,ADAM17 inh,Rev-erbA mod
N#CCCN(CC(=O)O)S(=O)(=O)c1ccccc1,-2,-1.5,1.1,6,0.2,5,-1.2,1.1,3,0,-3
CCN(CC)S(=O)(=O)c1ccc(C(=O)OCC(=O)Nc2sc3c(c2C#N)CCCCC3)cc1,0,3.7,-0.3,-3,0.8,-1,-0.5,0.6,-2,0,-1
CCCCN(CC)CCNC(=O)CCC(=O)Nc1ccc2nc(N3CCN(C)CC3)cc(C)c2c1,13,0.4,-0.6,-3,2.4,i,-0.7,0.8,i,i,-7
CC1(c2ccc(OC(F)F)cc2)NC(=O)N(CC(=O)NC2CCCCC2)C1=O (stereo not given),0,0.6,0.6,0,-1.2,1,-0.9,-0.6,-4,-4,0
O=C(NCC1CCCO1)c1cc(-c2ccc(F)cc2)no1 (stereo not given),-4,4.0,2.2,0,18*,-5,0.4,2.1,0,-1,4
O=S(=O)(Nc1ccc2[nH]ncc2c1)c1ccccc1Cl,5,-0.6,0.5,-1,-1.7,-1,-0.7,0.3,3,0,-3
Cc1cc(C)c2cc(C(=O)Nc3ccccc3)[nH]c2c1,2,0.3,3.9,0,4.3,-9,-0.6,0.6,-3,1,5
O=C(Nc1ccc(Nc2ccccc2)cc1)N1CCOCC1,-2,-1.4,1.2,-3,-1.4,-6,-1.6,0.0,2,6,-4
CCCCCn1c(=O)[nH]c2cc(C(=O)NC3CCN(Cc4ccccc4)CC3)ccc2c1=O,-1,-0.9,6.5*,0,-2.5,-14,-1.5,0.3,-6,-6,5
COC(=O)C1C2C=CC3(CN(C(C)c4ccc(OC)cc4)C(=O)C13)O2 (stereo not given),0,-0.7,0.3,1,-1.9,1,-1.0,-0.2,0,-4,-3
CC1(C2CC2)NC(=O)N(CC(=O)N2CCN(c3ccccc3Cl)CC2)C1=O (stereo not given),0,-0.6,-1.1,3,3.3,-1,-0.2,1.7,1,1,-1
CCN(C(=O)CSc1nc(C)nc2sc(C)c(C)c12)C1CCS(=O)(=O)C1 (stereo not given),-4,-0.3,-0.1,1,-0.5,-2,-1.2,1.5,-2,0,13
COc1ccc(N(CC(=O)N2CCc3ccccc3C2)S(=O)(=O)c2c(C)nn(C)c2C)cc1,2,3.1,-0.7,-1,-3.0,-2,-1.1,0.2,-1,0,-4
O=C(COc1ccccc1Cl)N(Cc1cccs1)C1CCS(=O)(=O)C1 (stereo not given),-4,-3.2,-0.5,-1,-2.0,-4,-0.6,-0.1,-1,4,-11
O=C1CCS/C(=N\N=C\c2ccc(Cl)cc2Cl)N1,-3,1.1,1.1,-4,-0.6,-5,-1.2,0.8,2,-1,-9
Cc1ccc(NC(=O)CCNS(=O)(=O)c2ccccc2)cc1S(=O)(=O)N1CCOCC1,0,-0.8,-0.3,0,1.7,3,-1.0,-1.4,0,0,5
CC1CCc2cc(F)ccc2N1C(=O)CSc1nnc2c3ccccc3n(C)c2n1 (stereo not given),-2,2.9,0.8,0,-0.5,2,-0.6,0.1,9.7*,4,3
COc1ccc(N/C=C(\C=C\C#N)S(=O)(=O)c2ccccc2)cc1,10,-0.1,0.1,-2,-0.3,-4,-1.3,-0.2,1,-3,22*
O=C(/C=C/c1ccco1)NCc1ccc2c(c1)OCO2,1,0.3,-0.8,3,2.5,-8,-1.7,1.3,-1,-5,-2
CCOC(=O)c1c(-c2ccccc2)csc1NC(=O)c1cc(-c2ccccc2OC)on1,-4,-2.4,-1.5,-3,-2.1,-4,-1.6,0.2,4,4,5
COc1nc(N)nc2c1ncn2[C@@H]1O[C@H](CO)[C@@H](O)[C@@H]1O,-4,-4.0,.,-5,-3.3,2,-0.9,0.4,3,-2,0
Cc1ccc(CCNC(=O)C2CCN(S(=O)(=O)c3ccc4c(c3)oc(=O)n4C)CC2)cc1,-3,1.3,0.5,-1,0.9,-8,-0.8,-0.1,0,1,3
COc1ccc(-c2nc(SC(CC(=O)NCc3ccccc3)c3ccc(OC)c(OC)c3)n[nH]2)cc1 (stereo not given),-2,2.6,-1.6,1,1.7,3,-0.6,0.5,-1,2,3
O=C(O)Cc1c[nH]c2cccc(O)c12,55*,-1.2,-3.0,4,-1.2,10,-0.9,0.9,25*,1,-11
COc1ccc(-n2c(C)cc(C(=O)CSc3nnc(-c4ccoc4C)n3C)c2C)cc1,5,-2.3,-1.4,-3,-1.0,-2,-1.5,-1.4,-3,-6,-6
CC1(C)Oc2cc3oc(C(=O)O)cc(=O)c3cc2-c2ccccc21,-7,0.5,-0.1,1,0.9,i,-0.7,-1.4,i,i,9
C[C@H]1[C@@H](NS(=O)(=O)c2ccccc2[N+](=O)[O-])CC[C@@]23CCCN2C(=O)CCC[C@@H]13,3,-0.4,.,.,0.7,0,-1.3,.,-1,-2,0

# An excerpt from above, limited to hcDAF-12 act and SMARCA2 act.
mol,hcDAF-12 act,SMARCA2 act
COc1ccc(NC(=O)Cn2nnc(C(=O)NCc3cccs3)c2N)cc1,-0.4,-4
CNC(=O)c1ccsc1NC(=O)c1ccc(S(=O)(=O)N2CCCc3ccccc32)cc1,0.3,-4
C=CC[C@@H](Cc1ccc(F)cc1)C(=O)OC[C@H]1CCCN1C(=O)[C@H](CC=C)CC(=O)N[C@H](CO)Cc1ccccc1,-0.5,-1
Cc1ccc(CNC(=O)CNS(=O)(=O)c2cccc3nsnc23)cc1,-0.3,2
